Assay outcomes as filed in PubChem.
Arr AP2 block = human beta-arrestin and AP2 interaction inhibition; FITC-arrestin peptide / GST-AP2 beads, flow cytometry; AP2 beta2 appendage carries R879A mutation; inhibition, % at 10 µM; 340,000 tested, 0.31% active; AID 504490;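 active = inhibition above a set limit, near 3 SD of compounds lacking own fluorescence, cut at about 54% in these data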;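 also: plate controls were DMSO wells for no effect and 5 µM unlabelled arrestin peptide for full effect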
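System: GST-AP2 R879A glutathione beads | Also added: FITC-arrestin peptide, 50 nM | Times: 12 min plus 1 h, RT | Signal: Bead flow cytometry, FITC channel | Buffer or medium: PBS with 0.05% Tween 20 and 0.1% BSA | Read-out basis: Percent drop in bead-associated FITC signal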
V-ATPase pH = yeast V-ATPase proton transport regulation by pHLuorin; S. cerevisiae, pHLuorin cytosolic pH fluorescence; response, % at 10 µM; 350,000 tested, 0.37% active; AID 504577; in the data active = response mostly above about 7.3%, no sharp cut-off; inactive = mostly below about 5.4%; also: actives read high; inactives centre near 0; some compounds called inactive have numbers as strong as hits; reference of the scale not given here
Wnt bcat act = activators of Wnt/beta-catenin signaling. Wnt/beta-catenin reporter cell assay, activator, plate reader. activation, % at 9.35 µM. 300,000 tested, 1.2% active; in the data active = activation above about 30%, passing the limit was not always enough;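 also: 0% = neutral control wells and 100% = positive control wells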
Cardiac RTF inh = cardiac RTF calcium desensitization; P19429+P45379; IANBD-labeled cardiac RTF, Ca2+ fluorescence; inhibition, % at 7.15 µM; 340,000 tested, 0.12% active; AID 493244;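 active = inhibition above the mean inhibition of all tested compounds plus 3 SD, cut at about 17% in these data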;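 also: assay run at fixed EC70 calcium of 1.6 mM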
OPRM1-OPRD1 inv = inverse agonist of human OPRM1-OPRD1 heterodimerization | P35372+P41143 | cell-based MOR-DOR heterodimer luminescence, inverse agonism | inhibition, % at 9.3 µM | 340,000 tested, 0.21% active | AID 504357; in the data active = inhibition above about 22%, passing the limit was not always enough;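 also: 0% = cells with DMSO and 100% = wells without cells with DMSO; values of inactives mirror those of a sister screen read the other way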
Target sequence (P35372 whole entry, looked up): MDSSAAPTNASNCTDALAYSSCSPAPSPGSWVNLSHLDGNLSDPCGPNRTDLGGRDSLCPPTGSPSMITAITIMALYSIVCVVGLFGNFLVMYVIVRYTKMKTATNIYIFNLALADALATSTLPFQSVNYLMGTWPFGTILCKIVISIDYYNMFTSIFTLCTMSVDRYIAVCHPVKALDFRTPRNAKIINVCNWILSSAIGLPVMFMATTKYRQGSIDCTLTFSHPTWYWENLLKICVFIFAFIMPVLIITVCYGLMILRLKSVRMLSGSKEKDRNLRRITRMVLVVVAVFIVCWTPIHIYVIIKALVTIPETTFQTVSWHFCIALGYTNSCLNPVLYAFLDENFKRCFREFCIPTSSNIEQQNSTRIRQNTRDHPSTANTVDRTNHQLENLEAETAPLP
Target sequence (P41143 whole entry, looked up): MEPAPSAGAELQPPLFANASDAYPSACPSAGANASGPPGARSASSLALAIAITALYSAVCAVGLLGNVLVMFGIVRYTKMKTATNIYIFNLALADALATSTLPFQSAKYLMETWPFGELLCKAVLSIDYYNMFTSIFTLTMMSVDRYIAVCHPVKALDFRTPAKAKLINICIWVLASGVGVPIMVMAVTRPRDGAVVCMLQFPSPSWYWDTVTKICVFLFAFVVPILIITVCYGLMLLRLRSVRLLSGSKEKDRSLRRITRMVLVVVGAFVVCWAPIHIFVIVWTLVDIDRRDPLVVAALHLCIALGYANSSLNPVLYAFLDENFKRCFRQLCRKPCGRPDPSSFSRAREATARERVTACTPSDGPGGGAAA
Keap1-Nrf2 PPI = disrupts human Keap1 binding to Nrf2 peptide; Q14145; Keap1 Kelch-Nrf2 peptide fluorescence polarization, 1536-well; inhibition, % at 9.4 µM; 340,000 tested, 0.15% active; AID 504523; in the data active = inhibition above about 12%;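 also: human Keap1 Kelch domain with fluorescein labeled Nrf2 9mer peptide probe; 0% = neutral control wells and 100% = peptide positive control; higher means more block of Keap1 binding to Nrf2 peptide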
OPRM1-OPRD1 ag = OPRM1-OPRD1 heterodimerization agonism; P35372+P41143; cells, luminescence; activation, % at 9.3 µM; 340,000 tested, 0.3% active; AID 504326; in the data active = activation above about 18%;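 also: 0% = vehicle-treated cells and 100% = reference agonist; values of inactives mirror those of a sister screen read the other way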
RTF Ca sens act = cardiac RTF calcium sensitization. IANBD-labeled TnC RTF fluorescence at EC20 calcium; 0% EC20 calcium, 100% full calcium. activation, % at 7.2 µM. 340,000 tested, 0.24% active. AID 493008;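 active = activation above the mean over all tested compounds plus 3 SD, cut at about 30% in these data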;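 also: rise in fluorescence read as greater calcium sensitivity of cardiac thin filaments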
DSG3 Ab inh = human desmoglein-3 autoantibody binding inhibition; P32926; binding (percent of control), % at 10 µM; DSG3-coupled beads, scFv-anti-DSG3-GFP binding, flow cytometry; hits give low values; 310,000 tested, 0.48% active; AID 588358;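 active = binding more than 3 SD below its plate's average and above zero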;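 also: hits lower antibody fragment binding to DSG3; some compounds called inactive have numbers as strong as hits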
LANA DNA inh = blocks KSHV LANA C-terminal domain binding to DNA; MBP-C-LANA/FAM-LBS DNA binding, fluorescence polarization; inhibition, % at 9 µM; 340,000 tested, 0.078% active; AID 504423;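 active = highest replicate inhibition at or above 60% at 9 µM, even if other replicates fall short; inactive = all replicates below 60% inhibition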;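 also: 0% = neutral control wells and 100% = 4 µM acridine orange control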
Numbers without * were called inactive; x = not tested or not shown; & = joins results of further samples. Hits appear at their usual frequency (roughly 3.1% active in at least one column).

SMILES | Arr AP2 block | V-ATPase pH | Wnt bcat act | Cardiac RTF inh | OPRM1-OPRD1 inv | Keap1-Nrf2 PPI | OPRM1-OPRD1 ag | RTF Ca sens act | DSG3 Ab inh | LANA DNA inh
CC1CCc2c(c3ccccc3n2C(=O)CCl)C1 (centres undefined) | -2 | -2 | -1 | -2 | -36 | 0 | 7.2 | 7 | 114 | 9.1
Cc1ccc(C)c(S(=O)(=O)N=Nc2c(O)[nH]c3ccccc23)c1 | -7 | 1 | -1 | -9 | 46* | -1 | -8.3 | -2 | 92 | 1.4
O=C(COC(=O)CCC(=O)c1cccs1)NC1CC1 | -37 | -2 | -1 | -7 | -3 | -2 | 0.6 | -1 | 96 | -1.0
CC1=C(CCN2CCN(C(C)C)C(CCO)C2)C(C)(C)CCC1 (centres undefined) | -12 | 3 | -4 | -7 | -17 | -8 | 3.5 | 8 | 106 | 0.1
Cc1noc(C)c1COC(=O)[C@@H](NC(=O)c1ccccc1Cl)C(C)C | 15 | 1 | -1 | x | x | -3 | x | x | 101 | -0.8
CCCn1c(=O)c(-c2ccccc2)c(O)c2ccccc21 | 6 | -2 | x | -1 | -3 | -2 | 0.6 | 5 | 101 | -0.6
O=S1(=O)[C@H]2C[C@H](CO)O[C@@]2(CO)CN1Cc1ccc(-c2cccc(Cl)c2)cc1 | -12 | 2 | -1 | -5 | 5 | -1 | -0.9 | 1 | 105 | -1.4
Cc1c(Cl)ccc2c(C(=O)O)cc(-c3ccccc3)nc12 | 3 | 3 | 1 | 6 | 18 | -1 | -3.4 | -1 | 100 | 0.4
O=c1c(C=NCCCO)c(-c2ccccc2)[nH]n1-c1nc2ccccc2s1 | 5 | 2 | -2 | 1 | 7 | -4 | -1.3 | -1 | 101 | -1.1
O=C(Cc1ccccc1)NN1C(=O)/C(=C/c2ccc(C(=O)O)cc2)SC1=S | 7 | 1 | -2 | -3 | 8 | 3 | -1.6 | -1 | 98 | 0.4
CCOC(=O)c1c(/N=C/C2C(=O)CC(C)(C)CC2=O)sc(C)c1C | -8 | -2 | -2 | -13 | 0 | -5 | 0.0 | 4 | 116 | 3.8
CC1CN(c2nc3ccccn3c(=O)c2/C=C(\C#N)C(N)=O)CC(C)O1 (centres undefined) | 6 | 0 | 3 | -2 | 12 | -4 | -2.4 | 7 | 111 | -0.8
CC1CCc2nn(CC(=O)NC3CCCC(C)C3C)cc2C1 (centres undefined) | 31 | 2 | -3 | -8 | -7 | -1 | 1.3 | -6 | 109 | -3.2
CC1CCc2cc(F)ccc2N1C(=O)CSc1nnc2c(n1)[nH]c1ccc(F)cc12 (centres undefined) | 27 | 1 | -7 | -3 | -32 | -3 | 5.6 | 4 | 106 | -2.2
Cc1cc(C)cc(NC(=O)NCc2ccccn2)c1 | 2 | -6 | 2 | -10 | 2 | -1 | -0.3 | -2 | 80 | -0.6

Results in Wnt bcat act (two entries from above):
Compound,Wnt bcat act
CC1CCc2cc(F)ccc2N1C(=O)CSc1nnc2c(n1)[nH]c1ccc(F)cc12 (centres undefined),-7
Cc1cc(C)cc(NC(=O)NCc2ccccn2)c1,2

Later entries
SMILES | Arr AP2 block | V-ATPase pH | Wnt bcat act | Cardiac RTF inh | OPRM1-OPRD1 inv | Keap1-Nrf2 PPI | OPRM1-OPRD1 ag | RTF Ca sens act | DSG3 Ab inh | LANA DNA inh
O=C(Nc1ccc(OC(F)(F)F)cc1)C1CCCN(C(=O)c2ccc(Cl)cc2)C1 (centres undefined) | -14 | 3 | -3 | 4 | -13 | 2 | 3.1 | -3 | x | 1.4
CC(=O)OC(C)C[N+](C)(C)C (centres undefined) | 17 | -2 | -1&-2 | 13 | 6 | 0 | -1.1 | 0 | 110 | -0.9
Cc1nn(-c2ccccc2)c(C)c1/C=N/NC(=O)c1cccs1 | 2 | -4 | 13 | -3 | 4 | -4 | -0.8 | 1 | 127 | 0.7
CCOc1ccc(S(=O)(=O)NCCC(=O)Nc2nnc(C)s2)cc1 | 9 | -9 | -4 | 4 | -32 | 1 | 4.0 | -5 | 106 | 0.2
N#Cc1cc2[nH]c3ccccc3c2[n+](-c2ccc([N+](=O)[O-])cc2)c1N | -6 | -4 | 0 | -5 | -28 | 3 | 5.6 | 5 | 100 | 0.3
O=C(Cc1ccccc1)Nc1ccccc1Oc1ccccc1 | 1 | -4 | x | 7 | -4 | -2 | 0.7 | -5 | 126 | -0.8
CCc1nnc(NC(=O)C2(C)COC(c3ccccc3)OC2)s1 (centres undefined) | -7 | 0 | 0 | 3 | 5 | -3 | -1.0 | 2 | 96 | 30
CCCc1nc2c(sc3nc4c(cc32)COC(C)(C)C4)c(=O)n1CCN(C)C | -11 | -1 | 0 | 8 | 3 | 1 | -0.7 | 1 | 95 | 2.8
O=C(CC1C(=O)NCCN1CCCc1ccccc1)NCCc1ccccc1F (centres undefined) | -6 | -2 | -1 | -3 | 10 | 2 | -2.1 | 5 | 90 | -0.6
CCOC(=O)NC(=O)CSc1ccc(S(=O)(=O)N(C)C2CCCCC2)cn1 | -8 | -4 | 1 | 2 | 11 | -7 | -2.8 | 13 | 85 | -1.2
COc1cccc(CN(C)CC2CCCN(CCc3ccccc3C)C2)c1 (centres undefined) | 3 | -2 | 0 | -3 | -25 | -1 | 5.0 | 1 | 112 | -0.6
c1ccc(CNc2ncnc3nc[nH]c23)nc1 | -5 | -1 | -1 | -12 | 8 | -6 | -1.5 | -4 | 99 | -0.1
COc1cc(OC)cc(C(=O)NC(C(=O)N2CCC2)C(C)C)c1 (centres undefined) | 4 | 3 | -3 | -4 | 9 | -3 | -2.3 | 4 | x | -3.0
Clc1ccc2nc(N3CCNCC3)nc(-c3ccccc3)c2c1 | -9 | -6 | -3 | -1 | -32 | 1 | 5.2 | -6 | x | 0.5
CC(NC(=O)c1ccccc1N)c1ccccc1 (centres undefined) | 0 | 3 | 15 | -6 | 5 | -2 | -1.0 | 4 | 99 | 1.5
COc1ccc(CNC(=O)COC(=O)c2[nH]c(C)c(C(C)=O)c2C)cc1OC | 19 | -1 | 0 | 6 | 17 | -3 | -4.2 | -1 | x | 1.2
COc1cccc(C2C(C#N)=C(N)Oc3cc(N)ccc32)c1OC (centres undefined) | -1 | -1 | x | -7 | 7 | -1 | -1.4 | 1 | 102 | -0.2
COC(=O)c1sccc1NC(=O)CSCCc1ccccn1 | 1 | -10 | -1 | -1 | 5 | 2 | -0.9 | 1 | 103 | -1.3
COc1ccc(CC(=O)OCC(=O)c2ccc(F)cc2)cc1 | 1 | -4 | -4 | -4 | 7 | 1 | -1.4 | 7 | 112 | 0.1
O=C(N/N=C/c1ccc(F)cc1)c1c(O)c2ccccc2[nH]c1=O | 9 | -1 | 0 | -8 | -6 | -5 | 1.0 | 10 | 99 | -1.3
COCCC(=O)N1CCC(n2nccc2NC(=O)CCc2ccccc2)CC1 | -2 | 1 | -1 | -6 | 12 | -3 | -2.0 | 6 | 114 | 1.3
CCCOc1ccc(C(=O)Nc2c[nH]c(=O)[nH]c2=O)cc1 | 3 | 0 | 1 | 0 | 1 | -6 | -0.2 | -5 | 95 | -1.2
Cc1c(C(=O)O)cnc2c([N+](=O)[O-])cnn12 | 0 | 1 | -1 | 9 | 15 | 1 | -3.1 | 6 | 105 | 0.0
CN(c1ccccc1)S(=O)(=O)c1ccc(C(=O)Nc2nnc(C3CC3)o2)cc1 | 12 | -6 | -3 | -2 | -3 | 0 | 0.5 | -3 | 90 | -0.4
O=C1/C(=C/c2ccncc2)SC(=S)N1Cc1ccccc1 | -1 | -3 | -1 | 2 | -10 | 1 | 1.9 | -3 | 112 | -0.4
Cc1cc(C(=O)COC(=O)c2cc(Cl)ccc2N)c(C)n1Cc1ccco1 | 7 | -2 | 10 | -7 | -7 | -8 | 1.2 | -2 | 94 | -0.3
CCN(CC)C(=O)n1cnc(-c2ccccc2)c1-c1ccccc1 | 10 | -2 | -3 | 1 | 3 | 4 | -0.6 | 7 | 106 | 1.0
CC(c1nnnn1C(C)(C)C)N(Cc1cccnc1)Cc1ccccc1Cl (centres undefined) | 24 | -2 | -3 | -7 | 2 | -4 | -0.5 | 2 | 100 | 0.6
COc1ccc(C(=O)COC(=O)CCN=C2NS(=O)(=O)c3ccccc32)cc1OC | -3 | 0 | -1 | -1 | 8 | -1 | -1.6 | -3 | 99 | 3.2
COC(=O)c1ccc(NC(=O)COc2ccc(S(=O)(=O)NC(C)C)cc2)cc1 | 21 | 0 | -8 | -4 | 6 | -1 | -1.1 | -1 | 84 | -1.0
O=C(CSc1nc2ccccc2c(=O)n1NC(=O)Cc1ccccc1)NCc1ccccc1Cl | -1 | -6 | x | 5 | 5 | -1 | -1.0 | -4 | 97 | 3.5
COC(=O)C1(Cc2cc(-c3ccccc3)no2)CCN(C(=O)OC(C)(C)C)CC1 | 12 | 1 | 10 | -1 | -7 | 3 | 1.5 | -1 | 102 | -1.7
COc1ccc(C(=O)Nn2c(CCC(=O)O)ccc2-c2ccc(C)cc2)cc1OC | 0 | 0 | 1 | 6 | 16 | -3 | -2.8 | 6 | 101 | 0.4
CCOc1ccc(S(=O)(=O)NCCC(=O)OCC(=O)c2ccc[nH]2)cc1 | 4 | -1 | -1 | -7 | -12 | -4 | 2.3 | 7 | 100 | -0.1
O=C(Nc1cccc(S(=O)(=O)NC2=NCCCCC2)c1)c1cc(-c2ccco2)nc2ccccc12 | 1 | -4 | 0 | 4 | 3 | 0 | -0.5 | 0 | 76 | 0.9
CC(C)Oc1ccc(N2C(=O)c3ccccc3C2=O)cc1 | 6 | 1 | x | 4 | -4 | -4 | 0.7 | 6 | 102 | -2.1
NC(=O)c1cc2ccccc2o/c1=N/NC(=O)c1cccs1 | -1 | 0 | -1 | 0 | 12 | -6 | -2.2 | 1 | 97 | -0.4
Cn1c(=O)c2c(nc(CN3CCN(c4ccccc4)CC3)n2Cc2c(F)cccc2Cl)n(C)c1=O | 7 | -2 | -1 | 0 | 17 | -4 | -3.5 | -7 | 98 | 0.7
CCC(CC)C(=O)Nc1cccc(-c2ccc3nncn3n2)c1 | -4 | 4 | 2 | -7 | 10 | -2 | -2.0 | 0 | 105 | -0.1
COc1ccc(CNC(=O)c2cc(-n3cnnc3)ccc2Cl)cc1 | -9 | 0 | x | -3 | 1 | -4 | -0.2 | 0 | 92 | -3.1
CC(=O)Nc1ccc(S(=O)(=O)NCC(=O)OCC(=O)NC(=O)C2CCCCC2)cc1 | 28 | 0 | -2 | 7 | 14 | 1 | -2.6 | 4 | 104 | 0.7
COCCN(C(=O)CSc1nc2ccc(C)cc2[nH]1)c1c(N)n(Cc2ccccc2)c(=O)[nH]c1=O | 12 | 2 | -2 | -6 | 18 | 0 | -3.5 | 7 | 108 | -0.9
